Screening results (PubChem)
DAX1 inh-1: inhibits human nuclear receptor DAX1. inhibition, % at 6.75 µM. hit rate 0.99% among 340,000. AID 504766. P51843. HEK293 Gal4-DAX1 luciferase reporter, luminescence;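 active = inhibition above the mean over all tested compounds plus 3 SD, cut at about 4.2% in these data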;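 also: 0% = DAX1-transfected cells with DMSO and 100% = empty-vector control cells with DMSO; inhibition shows as a rise in luminescence from relieved DAX1 repression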
PG9 binder: small molecules binding HIV-1 gp120 antibody PG9; TR-FRET gp120-PG9 antibody binding; inhibition, % at 6.7 µM; hit rate 0.43% among 360,000; AID 624416; in the data active = inhibition above about 8.5%
hgDAF12 agonist: hgDAF-12 agonism, primary luciferase screen | HEK293 GAL4-hgDAF12 UAS-luciferase reporter, agonist luminescence; normalized to butyrate control | activation, % at 6.8 µM | hit rate 1.8% among 370,000;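 active = activation above a cutoff set at the mean of all screened compounds plus 3 SD, cut at about 10% in these data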;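 also: 0% = DMSO wells and 100% = sodium butyrate wells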
PLC-beta3 inh: inhibitors of human phospholipase C beta3; Q01970; Purified PLC-beta3, fluorogenic substrate, fluorescence; inhibition, % at 12.2 µM; hit rate 0.18% among 370,000; AID 720704; in the data active = inhibition above about 11%;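 also: 0% = median of compound wells on plate and 100% = full blocker control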
Target sequence (Q01970 whole entry, looked up): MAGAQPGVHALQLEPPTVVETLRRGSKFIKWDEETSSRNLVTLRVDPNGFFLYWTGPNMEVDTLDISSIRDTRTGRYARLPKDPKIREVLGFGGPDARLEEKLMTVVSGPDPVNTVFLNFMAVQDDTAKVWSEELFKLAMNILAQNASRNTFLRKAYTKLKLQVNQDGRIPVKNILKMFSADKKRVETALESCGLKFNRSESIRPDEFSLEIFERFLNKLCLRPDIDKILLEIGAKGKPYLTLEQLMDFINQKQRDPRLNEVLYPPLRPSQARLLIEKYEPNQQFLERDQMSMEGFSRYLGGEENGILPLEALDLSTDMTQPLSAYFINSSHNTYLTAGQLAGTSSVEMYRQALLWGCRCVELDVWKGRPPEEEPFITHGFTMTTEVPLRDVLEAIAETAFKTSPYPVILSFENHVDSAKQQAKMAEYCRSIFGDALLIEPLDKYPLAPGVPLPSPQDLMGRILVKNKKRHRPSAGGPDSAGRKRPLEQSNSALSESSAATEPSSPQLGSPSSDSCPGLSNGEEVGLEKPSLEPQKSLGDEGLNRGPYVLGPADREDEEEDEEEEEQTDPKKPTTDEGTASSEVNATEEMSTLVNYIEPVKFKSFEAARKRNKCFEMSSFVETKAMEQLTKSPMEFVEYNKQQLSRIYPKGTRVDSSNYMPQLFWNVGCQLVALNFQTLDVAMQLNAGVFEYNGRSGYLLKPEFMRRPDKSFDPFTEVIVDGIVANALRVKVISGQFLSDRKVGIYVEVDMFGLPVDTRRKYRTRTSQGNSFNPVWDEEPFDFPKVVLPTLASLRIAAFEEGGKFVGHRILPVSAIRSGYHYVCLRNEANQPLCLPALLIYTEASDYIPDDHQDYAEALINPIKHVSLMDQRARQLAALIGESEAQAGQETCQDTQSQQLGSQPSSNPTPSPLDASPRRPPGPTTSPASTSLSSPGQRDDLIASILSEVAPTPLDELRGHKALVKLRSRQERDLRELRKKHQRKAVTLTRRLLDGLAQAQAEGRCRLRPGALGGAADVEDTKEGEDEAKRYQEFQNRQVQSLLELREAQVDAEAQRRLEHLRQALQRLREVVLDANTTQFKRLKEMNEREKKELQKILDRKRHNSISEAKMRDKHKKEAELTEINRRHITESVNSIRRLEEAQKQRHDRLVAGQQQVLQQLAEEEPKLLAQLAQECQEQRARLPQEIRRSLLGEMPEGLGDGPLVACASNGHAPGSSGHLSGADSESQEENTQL
NR1D1 modulator: modulators of human Rev-erb alpha DNA binding. Rev-erbα–FITC-DNA binding, fluorescence polarization, 90 min. activity, % at 10 µM. hit rate 0.79% among 370,000;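 active = activity above about 14%, limit read from the data; passing the limit was not always enough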;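 also: 0% = DMSO wells with 35 nM protein and 100% = DMSO wells with 750 nM protein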
DAX1 inh-2: DAX1 (NR0B1) inhibition, primary screen | HEK293T StAR-luciferase reporter, SF-1/DAX-1 repression relief | inhibition, % at 6.8 µM | hit rate 1.1% among 370,000 | AID 652010;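 active = inhibition above the mean over all tested compounds plus 3 SD, cut at about 3.6% in these data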;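 also: 0% = DAX-1 cells with DMSO and 100% = cells lacking DAX-1 with DMSO; higher inhibition means more luminescence from relief of DAX-1 repression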
hcDAF-12 act: activators of H. contortus DAF-12 nuclear receptor. activation, % at 6.8 µM. HEK293 hcDAF-12 lit1-tk-luc reporter, luminescence; 0% DMSO, 100% Δ7-dafachronic acid. AID 652067. hit rate 1.4% among 370,000;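 active = activation above the mean of all tested compounds plus 3 SD, cut at about 5.5% in these data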;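 also: 100% = response to 3 µM Δ7-dafachronic acid high control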
sPLA2-III inh: Blocks human group III sPLA2 activity | Q9NZ20 | QFRET BODIPY PC-A2 liposome hydrolysis, fluorescence | inhibition, % at 12.2 µM | hit rate 0.56% among 370,000 | AID 743126;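 active = inhibition above mean plus 3 SD of compounds lying within the high and low control bounds, cut at about 19% in these data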;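 also: 0% = median of test compound wells and 100% = no enzyme DMSO wells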
GAA850 FXN act: activators of GAA850 frataxin (FXN) promoter; HEK293 lucGAA850 FXN promoter luciferase reporter, 24 h; percent of 10 µM SAHA response; activation, % at 6 µM; hit rate 0.56% among 360,000;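 active = activation above the average of all compounds screened plus 3 SD, cutoff fixed separately per campaign, cut at about 7.5% in these data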;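 also: 0% = DMSO wells and 100% = 10 µM SAHA wells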
ssDAF12 agonist: activators of S. stercoralis DAF-12 nuclear receptor; AID 652126; hit rate 1% among 370,000; activation, % at 6.8 µM; HEK293 ssDAF-12/GRIP1 lit1-tk-luc reporter, luminescence; % of 3 µM dafachronic acid response;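 active = activation above the mean over all tested compounds plus 3 SD, cut at about 0.9% in these data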;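 also: 0% = DMSO-only wells and 100% = 3 µM delta7-dafachronic acid wells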
SMARCA2 act: SMARCA2 function activation, primary screen. activation, % at 9.1 µM. hit rate 1% among 370,000. AID 652017. MG213 cells, MMTV-luciferase reporter, dexamethasone, overnight; in the data active = activation above about 7.8%;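 also: 0% = vehicle wells and 100% = reference activator wells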
* hit, by the source's call.

What do the screens show for `COC(=O)c1c(C)[nH]c(C(C)=O)c1C`?
DAX1 inh-1: -0.3; PG9 binder: -0.2; hgDAF12 agonist: 1.1; PLC-beta3 inh: 0.0; NR1D1 modulator: 1.1; DAX1 inh-2: 0.9; hcDAF-12 act: -0.4; sPLA2-III inh: 8.8; GAA850 FXN act: 1.4; ssDAF12 agonist: -0.8; SMARCA2 act: -1.0

What do the screens show for `COc1cccc(-c2sc3ccccc3c2-c2ccc(OCCN(C)C)cc2)c1`?
DAX1 inh-1: 0.1; PG9 binder: -1.2; hgDAF12 agonist: -2.2; PLC-beta3 inh: -13.3; NR1D1 modulator: 9.2; DAX1 inh-2: 0.2; hcDAF-12 act: -1.7; sPLA2-III inh: 4.2; GAA850 FXN act: -0.7; ssDAF12 agonist: -1.2; SMARCA2 act: -1.4

How did CN(C(=S)Nc1ccc(F)cc1)C(c1ccccc1)c1ccccc1 do in these assays?
DAX1 inh-1: -0.3; PG9 binder: 0.7; hgDAF12 agonist: -0.6; PLC-beta3 inh: -2.3; NR1D1 modulator: 3.8; DAX1 inh-2: -0.3; hcDAF-12 act: -0.8; sPLA2-III inh: 4.5; GAA850 FXN act: -1.4; ssDAF12 agonist: -1.5; SMARCA2 act: -1.5

How did Cc1ccccc1C(=O)N1CCC(C(=O)Nc2ccccc2Cl)CC1 do in these assays?
DAX1 inh-1: 0.6; PG9 binder: -1.0; hgDAF12 agonist: 0.6; PLC-beta3 inh: -1.1; NR1D1 modulator: 4.5; DAX1 inh-2: -0.1; hcDAF-12 act: 2.0; sPLA2-III inh: -5.6; GAA850 FXN act: 1.1; ssDAF12 agonist: -1.0; SMARCA2 act: -1.4

What do the screens show for `O=C(Oc1ccc(Cl)cc1)N1CCCCC1`?
DAX1 inh-1: 1.2; PG9 binder: -1.1; hgDAF12 agonist: 4.8; PLC-beta3 inh: 0.8; NR1D1 modulator: -2.1; DAX1 inh-2: 0.7; hcDAF-12 act: 0.4; sPLA2-III inh: 2.6; GAA850 FXN act: 4.1; ssDAF12 agonist: -1.4; SMARCA2 act: 5.7

How did COc1cccc(/C=C2/SC(=S)N(CC(=O)Nc3nnc(C)s3)C2=O)c1 do in these assays?
DAX1 inh-1: 0.8; PG9 binder: 0.2; hgDAF12 agonist: -0.3; PLC-beta3 inh: -1.1; NR1D1 modulator: -3.7; DAX1 inh-2: 0.4; hcDAF-12 act: 0.8; sPLA2-III inh: 9.4; GAA850 FXN act: -0.2; ssDAF12 agonist: -1.3; SMARCA2 act: -2.7

What do the screens show for `C=C(C)CNC(=S)NNC(=O)c1ccncc1`?
DAX1 inh-1: 2.1; PG9 binder: 0.3; hgDAF12 agonist: 3.2; PLC-beta3 inh: 1.8; NR1D1 modulator: -0.2; DAX1 inh-2: 0.2; hcDAF-12 act: -1.2; sPLA2-III inh: 5.7; GAA850 FXN act: -0.6; ssDAF12 agonist: -1.4; SMARCA2 act: 2.9

Results for Cc1ccc2c(CN(C)Cc3ccc(Cl)cc3)cc(=O)oc2c1 ?
DAX1 inh-1: 1.1; PG9 binder: -1.6; hgDAF12 agonist: 3.9; PLC-beta3 inh: -9.7; NR1D1 modulator: 1.3; DAX1 inh-2: -0.2; hcDAF-12 act: 0.7; sPLA2-III inh: -3.7; GAA850 FXN act: 1.1; ssDAF12 agonist: -0.5; SMARCA2 act: 0.6

Results for CCOC(=O)CCC(NC(=O)CC(=O)NC(CCC(=O)OCC)C(=O)OCC)C(=O)OCC (stereo not drawn) ?
DAX1 inh-1: 1.0; PG9 binder: -0.5; hgDAF12 agonist: 1.9; PLC-beta3 inh: -5.8; NR1D1 modulator: -0.2; DAX1 inh-2: 1.0; hcDAF-12 act: -0.5; sPLA2-III inh: -1.5; GAA850 FXN act: -0.8; ssDAF12 agonist: -1.5; SMARCA2 act: -0.6

Results for Cc1ccc(N(CC(=O)Nc2c(C)n(C)n(-c3ccccc3)c2=O)S(C)(=O)=O)c(C)c1 ?
DAX1 inh-1: -2.0; PG9 binder: 0.1; hgDAF12 agonist: -0.1; PLC-beta3 inh: 0.2; NR1D1 modulator: 4.2; DAX1 inh-2: 0.7; hcDAF-12 act: -1.0; sPLA2-III inh: 4.5; GAA850 FXN act: 2.6; ssDAF12 agonist: -0.8; SMARCA2 act: 1.0

What do the screens show for `NNS(=O)(=O)c1ccc(N2CCCC2=O)c([N+](=O)[O-])c1`?
DAX1 inh-1: 0.7; PG9 binder: 1.4; hgDAF12 agonist: -2.0; PLC-beta3 inh: -2.4; NR1D1 modulator: -0.8; DAX1 inh-2: 0.6; hcDAF-12 act: 0.1; sPLA2-III inh: 8.8; GAA850 FXN act: 0.7; ssDAF12 agonist: -2.6; SMARCA2 act: -1.6

What do the screens show for `CCOc1ccc(CCNC(=O)CCNS(=O)(=O)c2ccc(Br)cc2)cc1OCC`?
DAX1 inh-1: 1.8; PG9 binder: 0.0; hgDAF12 agonist: -1.9; PLC-beta3 inh: -6.6; NR1D1 modulator: 1.4; DAX1 inh-2: -0.2; hcDAF-12 act: -1.9; sPLA2-III inh: -6.7; GAA850 FXN act: -1.3; ssDAF12 agonist: -1.4; SMARCA2 act: 1.1

What do the screens show for `N#Cc1ccccc1CSc1nnc(Cc2ccccc2)o1`?
DAX1 inh-1: 0.2; PG9 binder: -0.3; hgDAF12 agonist: 2.9; PLC-beta3 inh: 1.5; NR1D1 modulator: 0.7; DAX1 inh-2: -0.2; hcDAF-12 act: -1.0; sPLA2-III inh: 1.0; GAA850 FXN act: 4.8; ssDAF12 agonist: -0.6; SMARCA2 act: -0.2

How did Cc1ccc2c(c1)N(CCCC(=O)NCc1cccs1)C(=O)CO2 do in these assays?
hgDAF12 agonist: 0.7; PLC-beta3 inh: 1.5; NR1D1 modulator: 2.9; DAX1 inh-2: -0.3; hcDAF-12 act: -3.3; sPLA2-III inh: 1.4; ssDAF12 agonist: -2.1; SMARCA2 act: -2.4

Results for CN(CC(=O)Nc1ccccc1Cl)C(=O)c1ccccc1Sc1ccccc1C#N ?
DAX1 inh-1: -0.7; PG9 binder: -0.2; hgDAF12 agonist: -3.0; PLC-beta3 inh: 0.6; NR1D1 modulator: 0.4; DAX1 inh-2: 3.1; hcDAF-12 act: 0.6; sPLA2-III inh: -15.6; GAA850 FXN act: -0.6; ssDAF12 agonist: -1.2; SMARCA2 act: -5.1

Results for NCCC(=O)NCCc1cnc[nH]1 ?
DAX1 inh-1: -0.4; PG9 binder: 0.1; hgDAF12 agonist: 1.0; PLC-beta3 inh: 1.6; NR1D1 modulator: -1.9; DAX1 inh-2: 0.1; hcDAF-12 act: 3.2; sPLA2-III inh: 14.9; GAA850 FXN act: 0.7; ssDAF12 agonist: -0.3; SMARCA2 act: -5.9

Results for Clc1ccc(-c2nnc(-c3ccccc3)nc2N2CCSCC2)cc1 ?
DAX1 inh-1: 0.3; PG9 binder: -0.6; hgDAF12 agonist: 5.1; PLC-beta3 inh: 2.0; NR1D1 modulator: 9.5; DAX1 inh-2: 0.1; hcDAF-12 act: -0.5; sPLA2-III inh: 3.3; GAA850 FXN act: -1.3; ssDAF12 agonist: -1.1; SMARCA2 act: 4.7

How did COC(=O)N[C@@H]1C[C@H]2[C@@H]3CC[C@H]4C[C@@H](OC)CC[C@]4(C)[C@H]3CC[C@@]12C do in these assays?
DAX1 inh-1: -2.5; PG9 binder: 0.7; hgDAF12 agonist: -1.9; PLC-beta3 inh: -1.7; NR1D1 modulator: 2.0; DAX1 inh-2: -1.3; hcDAF-12 act: -3.6; sPLA2-III inh: -0.5; GAA850 FXN act: -1.2; ssDAF12 agonist: -2.0; SMARCA2 act: 0.6

How did Clc1ccc(CN2CCN(c3ncccn3)CC2)cc1Cl do in these assays?
DAX1 inh-1: -1.8; PG9 binder: 0.6; hgDAF12 agonist: -1.3; PLC-beta3 inh: -3.7; NR1D1 modulator: -0.5; DAX1 inh-2: 0.1; hcDAF-12 act: -1.2; sPLA2-III inh: 1.8; GAA850 FXN act: -1.6; ssDAF12 agonist: -1.9; SMARCA2 act: -2.4

Results for CCC(=O)Nc1ccc(-c2ccc(N3CCCCC3)nn2)cc1 ?
DAX1 inh-1: 4.2; PG9 binder: -1.0; hgDAF12 agonist: 9.5; PLC-beta3 inh: -42.4; NR1D1 modulator: -0.4; DAX1 inh-2: 4.5*; hcDAF-12 act: 0.7; sPLA2-III inh: 5.3; GAA850 FXN act: 2.5; ssDAF12 agonist: -0.3; SMARCA2 act: 7.0

Results for CCOC(=O)c1cc(C(=O)OCC)c2ccccn2c1=O ?
DAX1 inh-1: -0.3; PG9 binder: 2.1; hgDAF12 agonist: -2.0; PLC-beta3 inh: inactive; NR1D1 modulator: -4.8; DAX1 inh-2: -1.1; hcDAF-12 act: -2.0; sPLA2-III inh: -6.4; GAA850 FXN act: -0.4; ssDAF12 agonist: -1.3; SMARCA2 act: 0.5

Results for Nc1cc(=O)[nH]c(SCC(=O)N2CCc3ccccc3C2)n1 ?
DAX1 inh-1: -1.4; PG9 binder: 0.4; hgDAF12 agonist: 0.8; PLC-beta3 inh: -0.1; NR1D1 modulator: -6.8; DAX1 inh-2: 0.3; hcDAF-12 act: -1.2; sPLA2-III inh: -0.6; GAA850 FXN act: -3.3; ssDAF12 agonist: -1.3; SMARCA2 act: 1.4

Results for CCc1cc(CNC(=O)CC2C(=O)NCCN2Cc2c(F)cccc2Cl)on1 (stereo not drawn) ?
DAX1 inh-1: 0.8; PG9 binder: -2.6; hgDAF12 agonist: 4.1; PLC-beta3 inh: 1.2; NR1D1 modulator: -2.3; DAX1 inh-2: 0.0; hcDAF-12 act: -0.9; sPLA2-III inh: -4.7; GAA850 FXN act: 0.6; ssDAF12 agonist: 0.7; SMARCA2 act: -2.8

How did CS(=O)(=O)N(CC(=O)NCc1ccncc1)c1cc(Cl)ccc1Cl do in these assays?
DAX1 inh-1: -0.1; PG9 binder: -1.3; hgDAF12 agonist: -0.2; PLC-beta3 inh: 4.3; NR1D1 modulator: -0.4; DAX1 inh-2: 1.0; hcDAF-12 act: -0.7; sPLA2-III inh: 3.2; GAA850 FXN act: 1.1; ssDAF12 agonist: -1.0; SMARCA2 act: -1.8

Results for COc1ccc(C2C(C(C)=O)=C(O)C(=O)N2c2nccs2)cc1 (stereo not drawn) ?
DAX1 inh-1: -0.1; PG9 binder: -0.6; hgDAF12 agonist: 0.1; PLC-beta3 inh: -31.0; NR1D1 modulator: 1.1; DAX1 inh-2: 0.4; hcDAF-12 act: -1.3; sPLA2-III inh: -0.9; GAA850 FXN act: 1.6; ssDAF12 agonist: -0.9; SMARCA2 act: 1.1

How did O=C(Cn1cnc2c(OCc3ccccc3)ncnc21)N[C@H](CO)Cc1cc2ccccc2[nH]1 do in these assays?
DAX1 inh-1: -0.4; PG9 binder: 0.8; hgDAF12 agonist: -1.8; PLC-beta3 inh: 1.7; NR1D1 modulator: -10.2; DAX1 inh-2: -1.2; hcDAF-12 act: -1.0; sPLA2-III inh: -65.1; GAA850 FXN act: -1.4; ssDAF12 agonist: -0.8; SMARCA2 act: -2.7

Compounds as they come; about 7% have a hit in one of these screens.
